Assay outcomes deposited in PubChem by Johns Hopkins Ion Channel Center.
CHT inh – inhibitors of human choline transporter CHT; 310,000 compounds, 0.86% hits; B-score at 10 µM; CHT-expressing cells, membrane potential dye, choline response; hits give low values;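 active means B-score over 3 SD under the library average, and starting fluorescence ratio not unusually high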;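 further: choline stimulus applied at its EC90 after an EC20 pre-addition; B-score computed on integrated fluorescence ratio after choline addition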
Target sequence (Q9GZV3 whole entry, looked up): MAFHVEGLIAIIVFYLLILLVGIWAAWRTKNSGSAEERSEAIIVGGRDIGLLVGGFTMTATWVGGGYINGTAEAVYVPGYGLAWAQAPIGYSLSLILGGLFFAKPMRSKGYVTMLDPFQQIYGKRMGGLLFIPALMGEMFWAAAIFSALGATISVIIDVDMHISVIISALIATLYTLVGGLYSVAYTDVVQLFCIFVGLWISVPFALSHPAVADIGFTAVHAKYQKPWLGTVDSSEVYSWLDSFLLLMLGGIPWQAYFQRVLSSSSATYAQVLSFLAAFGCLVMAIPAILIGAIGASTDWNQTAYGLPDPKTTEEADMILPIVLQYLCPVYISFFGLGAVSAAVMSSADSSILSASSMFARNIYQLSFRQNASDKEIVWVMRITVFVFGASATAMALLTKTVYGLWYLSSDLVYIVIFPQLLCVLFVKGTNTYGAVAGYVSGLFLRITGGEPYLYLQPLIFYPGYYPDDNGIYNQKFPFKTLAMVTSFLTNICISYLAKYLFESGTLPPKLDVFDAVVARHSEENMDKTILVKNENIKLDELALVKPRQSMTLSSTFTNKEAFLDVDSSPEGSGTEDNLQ
CHT allo act – allosterically activates the human high affinity choline transporter. Q9GZV3. CHT-expressing cells, membrane potential dye, choline EC20; hits give high values; LV-AA mutant CHT in HEK293 cells. B-score at 10 µM. 310,000 compounds, 0.49% hits. AID 488977;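 active means initial fluorescence not abnormally high and integrated response B-score, plate-corrected, over 3 SD above library mean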
The depositor's hits bear a star; i = inactive. This is a subset; count on the stated rates, not on these rows.

Sequence of screens: CHT inh, CHT allo act
- COc1ccc(/C=N/N=C(/N)N[N+](=O)[O-])c(OC)c1
    i, i
- O=[N+]([O-])c1ccc2nc(N3CCNCC3)ccc2c1
    i, 11*
- COP(=O)(CC(=O)O)c1ccccc1 (stereo not drawn)
    i, i
- Cc1cccc(C)c1NC1=NCCCS1
    i, i
- Clc1cccc(CNCCc2ccc3c(c2)OCO3)c1
    i, i
- Cc1cc(OC(=O)c2ccco2)c2c3c(c(=O)oc2c1)CCCC3
    i, i
- Nc1ccccc1C(=O)OCCOc1ccccc1
    i, i
- COc1ccc(OC)c(CN2CCCC(C(=O)c3sccc3C)C2)c1 (stereo not drawn)
    i, i
- O=[N+]([O-])c1ccc(N2CCNCC2)cc1NC1CC1
    i, 6.4*
- CC(C)n1nnnc1CN1CCN(C)CC1
    i, i
- Cc1cccc(N2C(=O)NC(=O)/C(=C\c3ccc4c(c3)CCCN4Cc3ccccc3)C2=O)c1
    i, i
- CC(C)C[C@H](NC(=O)[C@@H]1CCCN1C(=O)[C@@H](N)Cc1ccc(O)cc1)C(=O)NCC(N)=O
    i, i
- CN(C(=O)Oc1cccc2cccnc12)c1ccccc1
    i, i
- Cn1c(=O)c2c(nc(N/N=C/c3c(O)n(-c4ccccc4)c(=S)[nH]c3=O)n2C)n(C)c1=O
    i, i
- COC(=O)C1=C(c2cc3ccccc3o2)C[C@@H]2CC[C@H]1N2C(=O)N1CCCC1
    -6.2*, i
- CN1C(=O)C(=Cc2ccc(SC3CCCCC3)o2)C(=O)N(C)C1=O
    i, i
- CC(C)(C)c1ccc(CSc2cnn(C(C)(C)C)c(=O)c2Cl)cc1
    i, i
- CC1CCC(C)(NS(=O)(=O)OCC(Cl)(Cl)Cl)CC1 (stereo not drawn)
    i, i
- Cc1cc(=O)[nH]c(SCc2nc3ccccc3c(=O)n2-c2ccccc2C)n1
    i, i
- CN1CCN(c2nc3ccccn3c(=O)c2C=C2C(=O)N(C)C(=O)N(C)C2=O)CC1
    i, i
- CC1(C)C2([N+](=O)[O-])CN3CC1([N+](=O)[O-])CN(C2)C3c1ccccn1 (stereo not drawn)
    i, i
- O=C1Nc2ccc(Br)cc2C(c2ccccc2Cl)=NC1O (stereo not drawn)
    i, i
- CNc1ccc2nc3ccccc3[n+](C)c2c1
    i, i
- CCOC(=O)[C@@H]1[C@H]2COc3ccc(Br)cc3[C@@H]2N2C(=O)N(c3cccc(C)c3)C(=O)[C@]12C
    i, i
- COc1cc(/C=C/[N+](=O)[O-])ccc1OC(=O)c1cccnc1
    i, i
- CCC(=NCc1cc(OC)cc(OC)c1)c1c(O)n(C)c(=O)n(C)c1=O
    i, i
- OCCOc1ccccc1
    i, i
- Cc1ccccc1N1CCN(C2CCCN(C(=O)COc3ccccc3)C2)CC1 (stereo not drawn)
    i, i
- O=C(c1ccccc1F)c1cn(CC(=O)N2CCCCC2)c2ccccc12
    i, i
- CC1=NCCc2c1[nH]c1cc(O)ccc21
    i, i
- O=c1[nH]c(=O)n(Cc2ccccc2)c(O)c1C=NCCCO
    i, i
- O=C1CN=C(c2ccccc2)c2c(sc3c2CCCC3)N1
    i, i
- CC12CN3CC(c4ccccc4)(CN(C1)C31CCCCC1)C2=O
    i, i
- Cc1cccc(NC(=O)C(C)N2CC=C(c3ccccc3)CC2)c1 (stereo not drawn)
    i, i
- CN(c1ccccc1)c1ccc([N+](=O)[O-])c2nonc12
    i, i
- Cc1cc(/C=C2\C(=O)NC(=O)N(Cc3ccco3)C2=O)c(C)n1-c1ccc(O)cc1
    i, i
- CN1C[C@H](CO)C=C2c3cccc4[nH]cc(c34)C[C@H]21
    i, i
- C/C=C1/C[C@@H](C)[C@](O)(CO)C(=O)OCC2=CCN3CC[C@@H](OC1=O)[C@@H]23
    i, i
- Cc1cc(N(CCCl)CCCl)ccc1/C=N/N=C(\N)c1cnccn1
    i, i
- Cc1ccc(S(=O)(=O)CC(=O)c2cc(C)c(OC(=O)N(C)C)c(C)c2)cc1
    i, i
- CCCCP(=O)(O)c1ccccc1
    i, i
- CC(=O)c1cn(Cc2ccc(C#N)cc2)c2ccccc12
    i, i
- COc1cccc(N2C(=O)NC(=O)/C(=C/c3ccc4c(c3)Cc3ccccc3-4)C2=O)c1
    i, i
- CN1C(=O)NC(=O)C2(Cc3ccccc3N3CCOCC32)C1=O (stereo not drawn)
    i, i
- CC1(C)CN=C(NCc2ccccc2Cl)S1
    i, i
- CCOc1ccccc1N1C(=O)NC(=O)/C(=C/c2ccc3c4c(cccc24)CC3)C1=O
    i, i
- CC(Cc1ccccc1)NC(=O)C(c1ccc(N)cc1)c1ccc(N)cc1 (stereo not drawn)
    i, i
- ClCCNc1nc2ccc(Cl)cc2[nH]1
    i, i
- CC(=O)c1c(O)n(-c2cccc(Cl)c2)c(=O)[nH]c1=O (tested in a mixture with another compound)
    i, i
- O=C(COc1ccc(Cl)cc1Cl)N1CCN(C/C=C/c2ccccc2)CC1
    i, i

Continuation.
Sequence of screens: CHT inh, CHT allo act
- Cc1ccc(C2=NCC(=O)Nc3ccc(Br)cc32)cc1
    i, i
- COc1ccc(CC(C)NC2CCCCCC2)cc1 (stereo not drawn)
    i, i
- Fc1ccc(C[n+]2c(-c3ccccc3)cc(-c3ccccc3)cc2-c2ccccc2)cc1
    i, 8.2*
- CCCCn1c(O)c(C(C)=NCCN2CCCCC2)c(=O)[nH]c1=O
    i, i
- Cc1cccnc1-n1c(CN2C(=O)c3ccccc3C2=O)nc2ccccc2c1=O
    i, i
- CC(=O)C1(c2ccccc2)CCNCC1
    i, i
- O=c1[nH]c(=S)n(-c2ccccc2F)c(O)c1C=NCc1ccco1
    i, i
- CN1CCN(C(=O)Cc2ccccc2)CC1
    i, i
- CN1C(=O)N(C)C(=O)C2(Cc3cc([N+](=O)[O-])ccc3N3CCN(C(=O)c4ccccc4)CC32)C1=O (stereo not drawn)
    i, i
- CCOC(=O)N(c1ccccc1)P1(=S)OCCO1
    i, i
- CCCSP1(=S)NCCCO1 (stereo not drawn)
    i, i
- N=c1c2c(n(Cc3ccc(Cl)cc3Cl)c3c1CCC3)CCCC2
    i, 6.4*
- CC1CN=C(NCc2ccccc2Cl)S1 (stereo not drawn)
    i, i
- OC1(c2ccccc2F)CC2CCC(C1)N2CCN1CCOCC1 (stereo not drawn)
    i, i
- CCN1C[C@]2(CO)CC[C@H](OC)[C@@]34C5C[C@H]6[C@H](OC)C5[C@](O)(C[C@H]6OC)[C@@](O)(C(OC)C23)[C@@H]14 (stereo partly drawn)
    i, i
- CC(C)c1ccc(N=Cc2c(O)n(C3CC3)c(=S)[nH]c2=O)cc1
    i, i
- O=C1Nc2ccc(Br)cc2C(c2ccccc2)=NC1O (stereo not drawn)
    i, i
- Cc1nonc1OCCNc1ccc([N+](=O)[O-])c2cccnc12
    i, i
- Cc1ccc(-n2nc(C)c3c2NC(=O)CSC3c2ccc3c(c2)OCO3)cc1 (stereo not drawn)
    i, i
- O=C1NC(=O)C(C/C=C/c2ccccc2)C(=O)N1
    i, i

An excerpt of these results, with tabs.
mol	CHT inh	CHT allo act
O=c1[nH]c(=S)n(-c2ccccc2F)c(O)c1C=NCc1ccco1	i	i
CN1CCN(C(=O)Cc2ccccc2)CC1	i	i
CN1C(=O)N(C)C(=O)C2(Cc3cc([N+](=O)[O-])ccc3N3CCN(C(=O)c4ccccc4)CC32)C1=O (stereo not drawn)	i	i
CCOC(=O)N(c1ccccc1)P1(=S)OCCO1	i	i
CCCSP1(=S)NCCCO1 (stereo not drawn)	i	i
N=c1c2c(n(Cc3ccc(Cl)cc3Cl)c3c1CCC3)CCCC2	i	6.4*
CC1CN=C(NCc2ccccc2Cl)S1 (stereo not drawn)	i	i
OC1(c2ccccc2F)CC2CCC(C1)N2CCN1CCOCC1 (stereo not drawn)	i	i
CCN1C[C@]2(CO)CC[C@H](OC)[C@@]34C5C[C@H]6[C@H](OC)C5[C@](O)(C[C@H]6OC)[C@@](O)(C(OC)C23)[C@@H]14 (stereo partly drawn)	i	i
CC(C)c1ccc(N=Cc2c(O)n(C3CC3)c(=S)[nH]c2=O)cc1	i	i
O=C1Nc2ccc(Br)cc2C(c2ccccc2)=NC1O (stereo not drawn)	i	i
Cc1nonc1OCCNc1ccc([N+](=O)[O-])c2cccnc12	i	i
Cc1ccc(-n2nc(C)c3c2NC(=O)CSC3c2ccc3c(c2)OCO3)cc1 (stereo not drawn)	i	i
O=C1NC(=O)C(C/C=C/c2ccccc2)C(=O)N1	i	i

Following part:
Sequence of screens: CHT inh, CHT allo act
- CC1=C2C(=O)C3C(CC=C4CC(O)CCC43C)C2CCC12OC1CC(C)CNC1C2C (stereo not drawn)
    i, i
- CN1C(=O)N(C)C(=O)C2(Cc3cc(NC(=O)c4ccc(F)cc4)ccc3N3CCCC32)C1=O (stereo not drawn)
    i, i
- CN(C(=O)Cc1ccc2c(c1)OCO2)C1CCCN(Cc2ccccc2F)C1 (stereo not drawn)
    i, i
- CCC(=O)c1ccc(OC)c(OC)c1
    i, i
- O=C(O)C1C2CCC(O2)C1C(=O)Nc1ccc(F)c(F)c1 (stereo not drawn)
    i, i
- Nc1ccccc1N=Cc1c(O)n(CCC2=CCCCC2)c(=O)[nH]c1=O
    i, i
- CCOC(=O)c1c(/N=C/C2C(=O)NC(=S)NC2=O)sc(C)c1C
    i, i
- O=C(Cn1ncc2c3ccccc3n(Cc3ccccc3F)c2c1=O)N1CCC2(CC1)OCCO2
    i, i
- COC(=O)CN1C(=O)C2(C(C(=O)OC)=C(N)Oc3ccccc32)C2=C1CC(C)(C)CC2=O (stereo not drawn)
    i, i
- CCCCn1c(=O)c(C(=O)Nc2cccc(C)c2)c(O)c2ccccc21
    i, i
- CN1CCN(C(=S)SCC(=O)Nc2ccc(Cl)cc2C(=O)c2ccccc2)CC1
    i, i
- Cc1ccc(-n2c(O)c(C=Nc3ccccc3N)c(=O)[nH]c2=O)cc1C
    i, i
- Cc1nn(Cc2ccccc2)c(Cl)c1C(=O)OCC(=O)Nc1cccc2ccccc12
    i, i
- C[C@@H]1CC[C@H]2[C@@H](C)C(=O)O[C@@H]3O[C@@]4(C)CC[C@@H]1[C@]32OO4
    i, i
- O=C(N/N=C/c1c(O)n(-c2ccccc2)c(=S)[nH]c1=O)c1ccccc1
    i, i
- O=C(NC(Cc1ccccc1)C(=O)N1CCC2(CC1)OCCO2)C1CCCCC1 (stereo not drawn)
    i, i
- CCN1C[C@]2(COC)CC[C@H](O)[C@@]34C5C[C@@H]6[C@@H](OC)C[C@@](O)(C5[C@H]6O)[C@](O)([C@@H](OC)C23)[C@@H]14 (stereo partly drawn)
    i, i
- Cc1cccc(NP(=O)(Oc2ccccc2)Oc2ccccc2)c1C
    i, i
- Cc1ccc(-c2nc(N3CCOCC3)s[n+]2-c2ccccc2)cc1
    i, 6.7*
- Cc1ccc(C2N(c3cc(C)on3)C(=O)C3CCCN32)cc1 (stereo not drawn)
    i, i
- COc1ccccc1Cn1c(SCC#N)nc2cc(C(=O)N3CCC4(CC3)OCCO4)ccc2c1=O
    i, i
- CC(=NCCN1CCOCC1)c1c(O)n(C2CCCCC2)c(=O)[nH]c1=O
    i, i
- CN1C(=O)C(=Cc2ccc(-c3cccc(Cl)c3)o2)C(=O)N(C)C1=O
    i, i
- Cn1c(=O)cc(OCC(=O)N2CCN(C3CCCCC3)CC2)c2ccccc21
    i, i
- O=C1NCCN2CCCC12 (stereo not drawn)
    i, i
- CCC(C)N1C(=O)/C(=C\c2cc3c4c(c2)CCCN4CCC3)C(=O)NC1=S (stereo not drawn)
    i, i
- Clc1ccc2nc3c(c(-c4ccccc4)c2c1)CNCC3
    i, i
- O=c1[nH]c(=S)n(CCC2=CCCCC2)c(O)c1/C=N/N1CCOCC1
    i, i
- CCN(CC)P(=O)(c1nccn1C)N(CC)CC
    i, i
- CC(N)Cc1cn(Cc2ccccc2)c2ccccc12 (stereo not drawn)
    i, i
- O=C(Nc1ccc(Cl)cc1C(=O)c1ccccc1)c1ccco1
    i, i
- CCN(CC)CC(O)c1ccc(C2CCCC2)cc1 (stereo not drawn)
    i, i
- CCOc1ccccc1N=C1SCCCN1C
    i, i
- CC1(C)C2CC=C(CN3CCOCC3)C1C2 (stereo not drawn)
    i, i
- COc1ccc2c(c1)c(C(=O)O)c(C)n2C(C)C
    i, i
- Cc1ccc(N/N=C/c2c(O)n(-c3ccccc3)c(=O)[nH]c2=O)cc1
    i, i
- Cc1ncc(CN2CCCC(C(=O)c3cccc(OC(C)C)c3)C2)s1 (stereo not drawn)
    i, i
- Cc1nn(Cc2ccc(Cl)cc2Cl)c(Cl)c1C(=O)O
    i, i
- CCCCc1nc2ccccc2c(=O)n1-c1ccc(O)cc1
    i, i
- C[C@@H]1C[C@H]2OC(=O)C3(CO3)[C@H]2[C@H](O)[C@]2(C)C(=O)C3OC3[C@@H]12 (stereo partly drawn)
    i, i
- Cc1ccccc1-[n+]1c(-c2ccccc2)cc(-c2ccccc2)cc1-c1ccccc1
    i, 7.5*
- CN1CCc2c(c(N3CCCCC3)nc3n[nH]c(N)c23)C1
    i, i
- Cc1ccc(-n2c(O)c(C=NCCN(C)C)c(=O)[nH]c2=O)cc1
    i, i
- O=C(Cc1ccc(Br)cc1)N1CCN(Cc2ccccc2)CC1
    i, i
- C=CCn1c(O)c(C=NCCN(C)C)c(=O)[nH]c1=O
    i, i
- OCCOCCO
    i, i
- c1ccc(CCNC2CCCCCC2)cc1
    i, i
- Cn1cc(C(=O)NP(=O)(N2CCOCC2)N2CCOCC2)c2ccccc21
    i, i
- Cc1c(C(=O)N2CCC3(CC2)OCCO3)oc2ccc(S(=O)(=O)N3CCCCC3)cc12
    i, i
- C=CCn1c(=O)c(C=Nc2cccnc2Cl)c(O)n(CCCC)c1=O
    i, i
- CN(C)C(=O)Oc1cccc(NC(=O)c2ccccc2C(F)(F)F)c1
    i, i
